# MMP-13 inhibitor – blocks human MMP13 activity | actives 0.07% (n = 65,000) | MMP-13 fTHP FRET cleavage, Mca fluorescence | AID 570 | P45452 | inhibition, % at 4 µM;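 active = inhibition above the mean of compound-free control plate wells plus 3 SD, cut at about 14% in these data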;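 note: 0% = DMSO wells and 100% = wells with reference MMP-13 inhibitor after basal subtraction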
# JNK3 blocker – JNK3 (human) kinase inhibition; P53779; purified JNK3 kinase activity, HTS; inhibition, % at 8 µM; actives 0.61% (n = 60,000); AID 746; in the data active = inhibition above about 17%;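 note: 0% = DMSO and 100% = reference inhibitor; many of its hits are not listed in these tables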
# DUSP1 inh – blocks human MKP-1 phosphatase activity; P28562; recombinant MKP-1, OMFP hydrolysis fluorescence; inhibition, %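 (compounds tested at a single concentration somewhere between 10 and 100 µM)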; actives 0.15% (n = 65,000); AID 374;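 active = inhibition above about 50%, limit read from the data; inconclusive = inhibition over screen mean plus 3 SD, below that limit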;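 note: 0% = DMSO max control wells and 100% = wells with enzyme stopped by NaOH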
# Target sequence (P28562 whole entry, looked up): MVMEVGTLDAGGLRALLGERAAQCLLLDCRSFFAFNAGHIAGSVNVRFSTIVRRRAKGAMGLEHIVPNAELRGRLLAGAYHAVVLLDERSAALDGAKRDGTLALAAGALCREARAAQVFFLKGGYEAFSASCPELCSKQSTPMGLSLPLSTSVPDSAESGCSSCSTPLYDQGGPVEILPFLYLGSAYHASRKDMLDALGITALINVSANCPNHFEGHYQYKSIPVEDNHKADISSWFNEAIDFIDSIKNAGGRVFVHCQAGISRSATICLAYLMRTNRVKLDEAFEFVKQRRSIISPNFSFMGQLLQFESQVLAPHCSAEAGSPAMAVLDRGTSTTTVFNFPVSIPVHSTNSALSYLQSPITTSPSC
# Cdc25B inh – inhibitors of human Cdc25B phosphatase | P30305 | recombinant Cdc25B, OMFP fluorescence Ex485/Em525 | inhibition, %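 (compounds tested at 10 µM final in the well)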 | actives 0.1% (n = 65,000) | AID 368; in the data active = inhibition above about 50%
# PKA kinase inh – PKA (human) kinase inhibition; P17612; PKA Kemptide phosphorylation, Kinase-Glo ATP luminescence; inhibition, % at 6 µM; actives 0.1% (n = 65,000); AID 524;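 active = inhibition above the screen-wide mean inhibition plus 3 SD, cut at about 21% in these data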; note: many of its hits are not listed in these tables
# ROCK2 blocker – blocks human Rho kinase 2 activity; purified ROCK2, Kinase-Glo ATP depletion luminescence; actives 0.35% (n = 60,000); O75116; inhibition, % at 6 µM;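 active = inhibition above the screen-wide mean inhibition plus 3 SD, cut at about 18% in these data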;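 note: plate controls were DMSO wells for no effect and Y-27632 control wells after no-enzyme background subtraction for full effect; many of its hits are not listed in these tables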
# Jurkat viability – reduces viability or proliferation of Jurkat cells; Jurkat E6.1 viability, ATP luminescence, 48 h; inhibition, % at 4 µM; actives 1.2% (n = 56,000); AID 463;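 active = inhibition above the mean inhibition of all tested compounds plus 3 SD, cut at about 28% in these data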
# HEK293 NFkB inh – lowers PMA/ionomycin-induced NF-kB signal in HEK293 cells | inhibition, % at 3 µM | HEK-293 NF-kB luciferase reporter, luminescence | actives 0.21% (n = 62,000) | AID 465;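 active = inhibition above the mean of all tested compounds plus 3 SD, cut at about 40% in these data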;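 note: 0% = stimulated DMSO wells and 100% = 10 µM reference inhibitor 5653914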
#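 System: NF-kB luciferase reporter HEK-293 cells | Replication: Single test | Control set: DMSO vs reference inhibitor | Evaluation: % inhibition | Schedule: 1 h pretreatment, 16 h stimulation, 37 °C | Probe or stimulus: PMA with ionomycin | Compound dosing: One dose, 3 µM | Detection: Luciferase luminescence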
# TNAP act mid DEA – activates human TNAP at intermediate phosphate acceptor concentration; activation factor at 20 µM; P05186; purified TNAP, CDP-star luminescence, 100 mM DEA, 30 min; active compounds read high; scale: 0 levamisole-inhibited, 1 vehicle-only enzyme; 64,000 tested, under 10 active; AID 813;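 active = activation factor of at least 2 at 20 µM, relative to controls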
# Target sequence (P05186 whole entry, looked up): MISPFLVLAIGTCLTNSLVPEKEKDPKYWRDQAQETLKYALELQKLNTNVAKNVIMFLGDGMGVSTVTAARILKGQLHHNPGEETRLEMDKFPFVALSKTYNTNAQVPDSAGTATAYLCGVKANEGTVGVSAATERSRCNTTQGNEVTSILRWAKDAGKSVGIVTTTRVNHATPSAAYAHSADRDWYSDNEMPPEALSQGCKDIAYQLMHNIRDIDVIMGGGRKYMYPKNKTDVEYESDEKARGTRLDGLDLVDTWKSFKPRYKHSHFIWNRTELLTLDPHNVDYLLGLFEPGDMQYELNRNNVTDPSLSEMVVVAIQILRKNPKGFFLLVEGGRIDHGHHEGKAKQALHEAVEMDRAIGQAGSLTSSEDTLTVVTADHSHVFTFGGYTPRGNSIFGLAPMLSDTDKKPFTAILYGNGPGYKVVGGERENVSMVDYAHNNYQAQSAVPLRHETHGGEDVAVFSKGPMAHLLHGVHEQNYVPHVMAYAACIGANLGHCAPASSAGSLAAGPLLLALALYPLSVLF
# Numbers without * were called inactive; ? = inconclusive; . = not tested or not shown.
SMILES,MMP-13 inhibitor,JNK3 blocker,DUSP1 inh,Cdc25B inh,PKA kinase inh,ROCK2 blocker,Jurkat viability,HEK293 NFkB inh,TNAP act mid DEA
COc1ccc(-n2c(COc3ccccc3)nnc2SCc2ccc(C#N)cc2)cc1,1,2,9,-4,9,4,-3,13,0.9
O=C(Nc1cccc(C(F)(F)F)c1)c1cccnc1N1CCCC1,3,8,4,1,8,5,0,10,1
Cc1oc(-c2ccccc2F)nc1CS(=O)(=O)CC(=O)N1CCOCC1,2,2,-2,-8,0,4,-3,9,0.9
Cc1ccc(C=Nc2ccc(N(C)C)cc2)o1,5,-18,4,4,-3,2,2,5,0.9
Cc1ccccc1N1C(=O)N(c2cccc(C(F)(F)F)c2)C2CS(=O)(=O)CC21 (configuration not stated),8,4,13,3,13,5,1,18,1
Nc1[nH]c(=S)[nH]c(=O)c1-c1ccccc1,6,3,-1,-11,3,2,0,8,1
COc1cccc(-c2nnc(NC(=O)c3ccc(S(=O)(=O)N4CCOCC4)cc3)o2)c1,1,2,19,-15,6,2,0,11,0.9
CCOc1ccc(N(CC(=O)NC(C)(C)C)S(=O)(=O)c2c(C)noc2C)cc1,7,-2,-1,-8,5,2,-1,4,0.9
O=C(CCSc1ccccc1)NCCN1CCOCC1,7,3,3,-3,2,3,0,1,0.9
CN(C)S(=O)(=O)c1cccc(C(=O)N(Cc2ccc(F)cc2)Cc2ccco2)c1,7,-5,13,-13,0,-1,4,-1,0.8
NC(=O)COC(=O)c1ccc(Oc2ccccc2)cc1,-3,3,6,1,10,3,-1,10,1
CC1CC(C)(C)NCc2ccccc21 (configuration not stated),4,1,-2,1,0,5,-8,13,0.9
COCCNC(=O)Cn1c(=O)n(Cc2ccc(C(=O)NCc3ccco3)cc2)c(=O)c2ccccc21,-5,3,9,-11,0,-1,9,13,1
NS(=O)(=O)c1ccc(CCNC(=O)CCCC2=NS(=O)(=O)c3ccccc3N2)cc1,0,-4,9,-12,1,-1,0,18,0.9
CC(=O)N(CC1CCCO1)c1nnc(-c2cnccn2)s1 (configuration not stated),-13,0,-5,-8,10,8,-3,10,0.9
Nc1c(C(=O)NCC2CCCO2)c2nc3ccccc3nc2n1/N=C/c1ccncc1 (configuration not stated),-2,1,-10,13,5,5,.,.,1
Cc1ccc(C)c(/C(O)=C2\C(=O)C(=O)N(Cc3cccnc3)C2c2cccnc2)c1 (configuration not stated),1,-1,6,4,-4,-1,-1,9,1.1
O=C(CSc1nc(-c2ccco2)cc(C(F)(F)F)n1)Nc1ccc(C(=O)N2CCCCC2)cc1,0,7,17,-10,8,8,-5,22,0.8
Cc1cc(NC(=O)c2ccc3c(c2)C(=O)N(CCC(C)C)C3=O)no1,6,-4,22,-1,8,7,0,7,0.9
CCn1c(CNC(=O)c2ccc(OC)cc2)nnc1SC,-9,-1,-1,-8,8,6,0,9,1
O=C(Nc1ccon1)C(Sc1ccccc1)c1ccccc1 (configuration not stated),1,0,3,1,11,7,1,7,0.9
ONC=Nc1cccc2nonc12,0,-13,-14,-9,9,8,-4,10,0.9
CCCOc1ccc(Cc2nc(N)nc(N)n2)cc1,3,1,-14,-13,10,3,17,15,0.9
COc1ccc(OCCCON2C(=O)c3ccccc3C2=O)cc1,4,6,3,-11,0,-4,0,15,0.9
COc1ccc(CNC(=O)Nc2cccs2)cc1OC,1,4,-2,-8,13,5,-3,13,1
COc1ccc(C(=O)C(OC(=O)CNC(=O)c2ccco2)c2ccccc2)cc1 (configuration not stated),3,-1,4,-7,7,4,2,19,0.9
CCOC(=O)C(NC(C)=O)(Nc1ccc(S(=O)(=O)Nc2cc(C)nc(C)n2)cc1)C(F)(F)F (configuration not stated),7,3,1,2,-4,-16,11,10,1.1
NC(=O)c1nsc(C(=O)N(CC(=O)NCc2ccc3c(c2)OCO3)C2CCCCC2)c1N,-5,-4,-4,-10,-8,-6,10,13,1
COC(=O)CSc1nnc(-c2ccco2)n1-c1ccc(C)cc1,3,2,11,0,4,7,1,1,1
Cc1cc(C)n2c3c(c(C#N)c2n1)CC(C)(C)OC3,-7,5,-1,5,-1,-11,.,.,1
COc1cccc(-c2nnc(NC(=O)C3CCCCC3)o2)c1,0,4,7,-6,8,-4,-11,10,0.9
Nc1ncnc2c1ncn2C1CCC(CO)C(O)C1 (configuration not stated),0,.,8,-6,2,.,.,13,1
COc1ccc(NS(=O)(=O)c2ccc(OC)c(OC)c2)cc1OC,-1,-2,-7,-11,0,4,3,26,1.1
O=C(CSc1nc(-c2ccco2)cc(C(F)(F)F)n1)Nc1ccc2c(c1)OCO2,-1,7,-1,-7,11,6,29*,16,.
O=C(CN1CCN(c2ccccc2)CC1)Nc1nccs1,2,0,2,3,11,6,-4,-9,1.1
O=C(NCc1ccc(Cl)cc1)c1cc2c(nc3sccn32)s1,-22,-4,25,3,3,1,-12,5,0.9
Oc1ccc(CNc2ccc(F)cc2)c2cccnc12,-3,4,11,-10,7,6,1,10,1
Clc1ccccc1Nc1ncnc2c1nnn2Cc1ccccc1,-8,-5,-5,-15,6,7,-3,11,0.9
O=C(OCC(=O)N1CCN(C(=O)COC(=O)c2ccncc2)CC1)c1ccncc1,-9,-3,4,-8,5,4,4,7,0.9
Cc1csc(SCC(=O)NCc2cccs2)n1,0,1,3,-4,-6,-1,1,4,1
COC(=O)c1ccc2c(=O)[nH]c(CN3c4ccccc4CC3C)nc2c1 (configuration not stated),-6,-4,?,-3,2,1,2,19,0.9
COC(=O)c1cc(-c2ccccc2)n(CC(=O)O)c1C,1,1,-2,-4,-5,-1,-7,0,0.9
Cn1cnnc1SC(C(=O)c1ccccc1)c1ccccc1 (configuration not stated),-1,5,5,-2,8,5,5,7,0.9
CCOC(=O)Cc1csc(SCC(=O)N2CCN(c3ccc(OC)cc3)CC2)n1,-1,5,4,-12,-3,0,5,5,1
CC1CCN(c2nc3c(c(=O)n(C)c(=O)n3C)n2CCSc2nc3ccccc3o2)CC1,-1,2,10,-14,-4,7,-11,-13,.
NC(=O)CN1CCN(C(=O)NC2CCCCC2)CC1,-8,0,-3,-34,11,6,-8,-13,0.9
CCOC(=O)N1CCN(C(=O)CSc2ccc(Cl)cc2)CC1,0,-3,-1,3,8,6,-8,-4,1
O=C(NCCCN1CCOCC1)C1(c2ccccc2)CCOCC1,0,-9,-7,-1,-1,-14,.,.,0.9
CCn1c(SCC(=O)c2c(N)n(C)c(=O)n(C)c2=O)nc2sc(C)c(C)c2c1=O,2,-10,40,-7,-1,-4,5,-9,1
CCOc1ccccc1CNS(=O)(=O)c1ccc2c(c1)oc(=O)n2C,10,-3,-2,-20,6,1,1,4,1
O=C1NC(c2ccccn2)Nc2sc3c(c21)CCC3 (configuration not stated),-12,4,7,-24,13,8,4,-14,1.1
Cc1cc(=O)n2c3c(cccc13)CCC2,-2,7,-5,-6,8,5,-8,8,0.9
CCCC(=O)Nc1ccc(-c2nc3cc(C)c(C)cc3o2)c(O)c1,-15,5,7,-7,-2,2,0,-2,1
COC(=O)c1c(NC(=O)c2ccco2)sc(C(=O)Nc2ccc(F)cc2)c1C,-1,1,31,0,9,4,-4,-1,0.9
Cc1cc(NC(=O)CCCC(=O)Nc2ccc(F)cc2)no1,2,1,-10,10,8,-1,-1,-7,0.9
CC(NC(=O)c1ccc2c(c1)OCO2)C1CCCO1 (configuration not stated),-1,0,56*,-16,-6,-5,6,2,0.9
O=C(CC(c1ccccc1)c1ccco1)N1CCOCC1 (configuration not stated),1,-4,-22,-22,1,-10,.,.,1
CCOC(=O)c1[nH]c2ccccc2c1NC(=O)c1ccco1,4,.,-7,-1,1,.,.,12,0.8
CCCCC(=O)Nc1c(O)c2ccccc2[nH]c1=O,-13,7,3,4,3,-2,.,.,0.8
COc1ccc(N2CCN(c3ncnc4nc[nH]c34)CC2)cc1,3,-3,-2,-7,16,24*,6,7,0.9
# Next compounds
SMILES,MMP-13 inhibitor,JNK3 blocker,DUSP1 inh,Cdc25B inh,PKA kinase inh,ROCK2 blocker,Jurkat viability,HEK293 NFkB inh,TNAP act mid DEA
CCOc1ccc(NC(=O)CSc2nnc(-c3ccco3)n2C)cc1,-3,6,-17,-10,6,3,1,-1,0.9
COc1ccc(-n2c(C)nc3cc(C(=O)NCc4ccco4)ccc32)cc1,0,-5,8,2,8,6,-6,13,.
CCc1cc2c(SCC(=O)C(C#N)=C3N(C)c4ccccc4N3C)ncnc2s1,-11,-2,37,-8,4,4,-3,-3,1
CCN(C1CCCCC1)S(=O)(=O)c1cn(C)c(=O)n(C)c1=O,1,5,10,-8,-1,0,-1,-9,0.9
COC(=O)C(NC(C)=O)(Nc1ccc(Br)cn1)C(F)(F)F (configuration not stated),4,-12,-11,-31,-3,-1,.,.,0.9
Nc1nc(NC(=O)c2cccc(S(=O)(=O)N3CCCCCC3)c2)nc(-c2ccccc2)n1,2,.,28,-10,-1,.,.,11,0.9
Cc1oc2cc3c(C(=O)N4CCN(C)CC4)c(C)oc3cc2c1C(=O)N1CCN(C)CC1,6,.,-4,1,3,.,.,27,0.9
O=C1C2=C(SCCS2)C(=O)N1CCCO,4,9,-2,-2,12,5,0,8,0.9
CCCOc1c(OC)cccc1C1CC(=O)Nc2cc3c(cc21)OCO3 (configuration not stated),4,1,-9,-9,2,7,24,14,1
Cc1ccc(C(=O)N2CCN(c3cccc(Cl)c3)CC2)cc1C,-1,0,-6,-19,2,-1,38*,12,1
COc1ccc(NC(=O)CNS(=O)(=O)c2cccs2)cc1,5,.,5,-3,2,.,.,5,0.9
Cc1cccc(-n2ccnc2SCC(=O)Nc2cc(C)on2)c1,2,1,-8,8,-4,-6,10,14,0.9
C=CCn1c(N(C)C)nc2c1c(=O)[nH]c(=O)n2C,5,-5,-10,-5,5,1,-5,10,0.9
COC(=O)CCc1c(C)nn(-c2ccccc2)c1C,6,-2,-13,-6,5,0,-10,-9,1
CCc1[nH]nc2c1C(C(C)C)C(C#N)=C(N)O2 (configuration not stated),0,2,2,-7,6,-1,4,14,1
O=C(Nc1ccc(Cl)cc1)NC1CCCC1Cc1ccco1 (configuration not stated),-14,4,14,6,3,-3,3,6,0.9
CN(C(=O)C1CCCO1)c1nnc(-c2cnccn2)s1 (configuration not stated),-6,-2,-13,-9,7,5,-8,2,0.9
Cn1c(=O)c(NCCO)c2c3c(cccc31)C(=O)c1ccccc1-2,8,.,-18,-4,4,.,.,19,0.8
COCCn1c(SCC(=O)Nc2ncc(C)s2)nc2sc3c(c2c1=O)CCC3,-6,4,-25,-5,5,8,-5,-2,0.9
COc1ccc(NC(=O)Cc2nnc(SCC(=O)Nc3cc(C)ccc3OC)n2C)cc1,-3,-2,11,-5,-5,1,0,17,0.9
CCOC(=O)c1csc(NC(=O)c2ccc(S(=O)(=O)N(CC)CC)cc2)n1,4,.,10,-5,8,.,.,21,.

# Source: PubChem BioAssay (several laboratories)
